# KCNQ1 block = inhibitors of human KCNQ1 channel, primary screen, cell-based, thallium flux, high-throughput; B-score at 10 µM; 1.3% of 310,000 active; CHO-K1 KCNQ1, FluxOR thallium flux fluorescence; active compounds read high;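 active = compounds whose thallium flux B-score, printed positive for inhibition, exceeds three library SD while starting fluorescence stays within three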;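 also: channel opened by potassium depolarization with thallium stimulus after 20 min compound exposure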
# PolyA inh = polyadenylation inhibitors in yeast reporter cells, primary screen, luminescence, S. cerevisiae. S. cerevisiae SKY197-pL101 polyadenylation reporter, beta-gal luminescence; efflux-impaired pdr1/pdr3 knockout yeast; score 100 = 6 SD above DMSO. calls only at 12 µM. 0.02% of 300,000 active. AID 1875, 2009;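 active = lowest replicate activity score at least 50, where 100 means six control SD above control mean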;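 also: yeast exposed to compound for 9 h at 30 °C; higher score means more reporter readthrough which indicates perturbed polyadenylation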
# KCNQ1 act = potentiators or activators of KCNQ1 channel, primary screen, cell-based, thallium flux, high-throughput. Potassium voltage-gated channel subfamily KQT member 1 (Homo sapiens), P51787. AID 2648, 2010. B-score at 10 µM. 0.35% of 310,000 active. CHO-K1 KCNQ1, thallium flux FluxOR fluorescence; active compounds read high;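 active = fluorescence ratio B-score, a plate-corrected score, at least three library SD, with initial intensity B-score within 5 SD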
#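 assay system = KCNQ1-transfected CHO-K1 cells | medium = assay buffer with matched DMSO | probe or stimulus = depolarizing K+/Tl+ stimulus, K2SO4 and Tl2SO4 each 12.5 mM in 5x stock | dosing = single dose | incubation = dye 90 min, compound 20 min, room temperature | detection = kinetic FluxOR fluorescence, 10 s baseline plus 110 s post-stimulus | evaluation = ratio B score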
# HDAC3 inh = HDAC3 deacetylase inhibitors, primary screen, biochemical, fluorescence, cell-free homogeneous. Histone deacetylase 3 (Homo sapiens), O15379. recombinant HDAC3, fluorogenic peptide/trypsin coupled. inhibition, % at 8.3 µM. 0.15% of 320,000 active; in the data active = inhibition above about 26%, passing the limit was not always enough
# hERG protect = hERG rescue from dofetilide block, primary screen, cell-based, CHO-hERG, FluxOR thallium flux, dofetilide IC70. Voltage-gated inwardly rectifying potassium channel KCNH2 (Homo sapiens), Q12809. dofetilide IC70 present. activation (rescue from dofetilide block), less the hit threshold, % at 10 µM. 0.51% of 310,000 active. AID 1511, 2009;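 active = activation above the mean of controls blocked by dofetilide plus 5 SD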;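 also: thallium influx through hERG after potassium depolarization seen as dye fluorescence rise; in these data hits start at about 4.7%; inactives centre near -7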
# Dyrk1A ADPGlo = rat Dyrk1A kinase inhibitors, primary screen, biochemical, single point, plate reader; Dual specificity tyrosine-phosphorylation-regulated kinase 1A (Rattus norvegicus), Q63470; AID 504441, 2011; 0.43% of 310,000 active; ADP-Glo luminescence, NFATc1 peptide; inhibition, % at 12.5 µM; in the data active = inhibition above about 50%;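 also: plate controls were vehicle with enzyme for no effect and no enzyme for full effect; many of its hits are not listed in these tables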
# KCNK3 block = human KCNK3 channel inhibitors, primary screen, CHO cells, FluxOR thallium flux, B-score | AID 602410, 2012 | Potassium channel subfamily K member 3 (Homo sapiens), O14649 | 0.84% of 340,000 active | B-score at 10 µM | FluxOR fluorescence; active compounds read low;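 active = B-score under library mean minus 4 SD, starting fluorescence ratio at most library mean plus 5 SD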;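 also: more negative B-score means stronger inhibition of thallium flux through KCNK3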
# Target sequence (O14649 whole entry, looked up): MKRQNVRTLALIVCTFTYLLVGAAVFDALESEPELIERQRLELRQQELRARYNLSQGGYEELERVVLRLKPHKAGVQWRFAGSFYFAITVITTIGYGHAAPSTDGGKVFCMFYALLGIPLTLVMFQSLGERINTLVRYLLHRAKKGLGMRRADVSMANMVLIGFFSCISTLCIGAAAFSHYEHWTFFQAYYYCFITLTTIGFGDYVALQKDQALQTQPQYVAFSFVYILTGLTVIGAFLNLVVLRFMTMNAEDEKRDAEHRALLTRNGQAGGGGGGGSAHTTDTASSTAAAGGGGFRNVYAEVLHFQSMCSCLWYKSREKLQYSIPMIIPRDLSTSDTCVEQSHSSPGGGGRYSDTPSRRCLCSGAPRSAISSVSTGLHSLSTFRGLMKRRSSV
# GSK3B inh = human GSK3beta kinase inhibitors, primary screen, biochemical, cell-free homogeneous, HTS | Glycogen synthase kinase-3 beta (Homo sapiens), P49841 | GST-GSK3beta kinase, ADP-Glo luminescence, 60 min; active compounds read low | activity score (negative = inhibition), % at 10 µM | 0.038% of 300,000 active;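 active = more than half of replicate wells score below -50%, meaning over 50% inhibition versus plate controls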;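 also: 0% = median DMSO wells and -100% = median GW8510 positive control wells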
#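 Assay system: GST-tagged human GSK3beta kinase, cell-free; Input: 1.6 ng GSK3beta; Medium: Tris/MgCl2 kinase buffer; Timing: 60 min enzyme reaction, room temperature; Signal: ADP-Glo luminescence quantifying ADP generated by kinase; Evaluation: score relative to plate controls; Benchmarks: DMSO neutral wells and GW8510 at 20 µM as positive.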
# GSK3A inh = blockers of GSK3A enzyme activity – biochemical, luminescence, cell-free homogeneous, HTS, primary screen | Glycogen synthase kinase-3 alpha (Homo sapiens), P49840 | GSK-3 alpha kinase, ADP-Glo luminescence, 60 min | inhibition, % at 10 µM | 0.1% of 320,000 active;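 in the data active = inhibition above about 50%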;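 also: GST-tagged GSK-3 alpha with peptide substrate and 25 µM ATP; 0% = DMSO neutral wells and 100% = GW8510 positive control wells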
# RGS4 act = RGS4 potentiators or activators, primary screen, cell-based, HEK293 M3R inducible RGS4, calcium flux. carbachol calcium flux Fluo4; active compounds read low. B-score at 10 µM. 0.92% of 310,000 active. AID 463111, 2010;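 active = B-score of the integrated calcium signal more than 4 SD below the library mean, with starting fluorescence not abnormally high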;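 also: negative B-score means reduced calcium response which marks RGS4 activation or potentiation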
#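 Assay system: Inducible-RGS4 HEK293 cells carrying M3 receptor | Schedule: Compound preincubation 20 min at room temperature before agonist | Signal: Kinetic calcium fluorescence imaging with Fluo4-AM dye, 2 µM | Read-out basis: B score from integrated fluorescence ratio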
# KCNK9 inh = KCNK9 potassium channel inhibitors, primary screen, HEK293 cells, thallium flux. Potassium channel subfamily K member 9 (Homo sapiens), Q9NPC2. FluxOR thallium flux fluorescence; active compounds read low. B-score at 10 µM. 1.2% of 310,000 active;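 active = ratio B-score over 3 SD below the library mean, with starting fluorescence within 5 SD of its mean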;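 also: negative B-score means less thallium flux so channel inhibition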
# Target sequence (Q9NPC2 whole entry, looked up): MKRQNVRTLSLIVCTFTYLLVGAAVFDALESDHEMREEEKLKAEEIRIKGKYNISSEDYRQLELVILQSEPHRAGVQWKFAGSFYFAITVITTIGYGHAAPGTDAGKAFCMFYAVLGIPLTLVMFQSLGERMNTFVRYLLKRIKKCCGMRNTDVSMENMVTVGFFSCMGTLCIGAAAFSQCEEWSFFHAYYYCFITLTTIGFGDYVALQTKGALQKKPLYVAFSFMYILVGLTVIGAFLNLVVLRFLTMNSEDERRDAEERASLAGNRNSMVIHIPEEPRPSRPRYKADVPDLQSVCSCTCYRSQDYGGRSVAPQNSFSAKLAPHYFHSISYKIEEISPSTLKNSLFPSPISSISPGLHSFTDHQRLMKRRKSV
# Starred values were filed as active, the others as inactive; i = inactive; x = no result given. Only part of the results is shown; the hit share may differ from the screen's.
# Order of values – KCNQ1 block, PolyA inh, KCNQ1 act, HDAC3 inh, hERG protect, Dyrk1A ADPGlo, KCNK3 block, GSK3B inh, GSK3A inh, RGS4 act, KCNK9 inh
(1) COc1ccc(N/C(N)=N/c2nc(C)cc(C)n2)c(OC)c1
→ i, i, i, -5, -3, -1, i, 0, 2, i, i
(2) O=C(Nc1ccc(C(=O)N2CCOCC2)cc1)Nc1cccc(Cl)c1
→ i, i, i, 4, -1, 20, i, 0, -3, i, i
(3) CC(NC(=O)Cc1ccccc1)c1ccccc1 (centres undefined)
→ i, i, i, -1, 1, -4, i, 2, 1, i, i
(4) CCCCOC(=O)Nc1cc(OC)c(Cl)cc1OC
→ i, i, i, 13, -10, 4, i, 0, x, i, i
(5) O=C(Cn1nc(-c2ccccc2F)ccc1=O)NCc1ccc2c(c1)OCO2
→ i, i, i, 5, -8, -2, i, -2, -1, i, i
(6) Cc1ccc(NC(=O)CSCC(=O)Nc2cc(Cl)ccc2N2CCOCC2)cc1
→ 6*, i, i, 7, -15, -12, i, -2, -4, i, i
(7) COc1cc(/C=C2/C(=O)N(c3ccc(Br)cc3)N=C2C)cc([N+](=O)[O-])c1O
→ i, i, i, -5, -7, x, x, 2, -3, i, i
(8) Cc1nc2ccc(NC(=O)c3ccc(Cl)c(S(=O)(=O)N(C)c4ccccc4)c3)cc2s1
→ i, i, i, -3, -8, -5, i, 2, -4, i, i
(9) COc1ccc(CNC(=O)c2ccc3c(c2)N(C)C(=O)CS3=O)cc1 (centres undefined)
→ i, i, i, 2, -12, -1, i, 3, 2, i, i
(10) COc1ccc(COC(=O)C2=C(C)NC(=O)NC2c2cc(Br)c(O)c(OC)c2)cc1 (centres undefined)
→ i, i, i, 2, -8, x, i, 0, 17, i, i
(11) Cc1cccc(NC(=O)CCCN2C(=O)C(c3ccccc3)Oc3cccnc32)c1C (centres undefined)
→ i, i, i, 0, -8, x, i, -1, -3, i, i
(12) COc1ccc(Cl)cc1C(=O)Nc1ccc(NC(C)=O)cc1
→ i, i, i, 3, -2, -1, i, -4, -1, i, i
(13) CCCCOc1ccc(CNC(=O)NS(=O)(=O)c2ccc(OCC)cc2)cc1
→ i, i, i, 6, -8, -10, i, 6, -1, i, i
(14) O=C(CC(=O)NCc1cccnc1)NCc1cccnc1
→ i, i, i, -4, -3, -2, i, 2, -2, i, i
(15) CCN1CCN(c2cc(C)c3cc(NC(=S)N4CCC5(CC4)OCCO5)ccc3n2)CC1
→ i, i, i, -5, -10, -5, i, -8, x, i, i

# Following part.
# Order of values – KCNQ1 block, PolyA inh, KCNQ1 act, HDAC3 inh, hERG protect, Dyrk1A ADPGlo, KCNK3 block, GSK3B inh, GSK3A inh, RGS4 act, KCNK9 inh
(16) CCOC(=O)Cc1csc(SC(C)C(=O)Nc2ccc(NC(C)=O)cc2)n1 (centres undefined)
→ i, i, i, 21, -5, 0, i, -1, 1, i, i
(17) COc1ccccc1NC(=O)c1cc(S(=O)(=O)N2CCCCCC2)ccc1F
→ i, i, i, 0, -4, 0, i, 1, -1, i, i
(18) N#C/C(=C\c1ccncc1)c1nc2ccccc2o1
→ i, i, i, -4, -14, x, i, 0, 2, i, i
(19) CCCCN(C(=O)Cc1ccc(S(=O)(=O)N2CCOCC2)s1)c1ccccc1
→ i, i, i, 0, -7, -4, i, -2, -2, i, i
(20) O=S(=O)(NCC(c1ccco1)N1CCN(c2ccccc2F)CC1)c1ccccc1 (centres undefined)
→ i, i, i, 6, -11, 5, i, -2, -2, i, -6.9*
(21) CC(C)CCN1CCN(CCCn2cccn2)CC1CCO (centres undefined)
→ i, i, i, 0, -9, 0, i, -1, 1, i, i
(22) O=C1OC(C(=O)O)Cc2ccccc21 (centres undefined)
→ i, i, i, 16, -4, x, i, 3, 0, i, i
(23) C/C(=N\NC(=S)Nc1c(C)cccc1C)c1ccc(OC(F)F)cc1
→ i, i, i, -2, -8, 0, i, 7, 0, i, i

# Looked up above:
# GSK3B inh with entry 22 → 3
# HDAC3 inh with entry 23 → -2

# Of the compounds above, 4 contain fluorine.
# Order of values – KCNQ1 block, PolyA inh, KCNQ1 act, HDAC3 inh, hERG protect, Dyrk1A ADPGlo, KCNK3 block, GSK3B inh, GSK3A inh, RGS4 act, KCNK9 inh
(5) O=C(Cn1nc(-c2ccccc2F)ccc1=O)NCc1ccc2c(c1)OCO2
→ i, i, i, 5, -8, -2, i, -2, -1, i, i
(17) COc1ccccc1NC(=O)c1cc(S(=O)(=O)N2CCCCCC2)ccc1F
→ i, i, i, 0, -4, 0, i, 1, -1, i, i
(20) O=S(=O)(NCC(c1ccco1)N1CCN(c2ccccc2F)CC1)c1ccccc1 (centres undefined)
→ i, i, i, 6, -11, 5, i, -2, -2, i, -6.9*
(23) C/C(=N\NC(=S)Nc1c(C)cccc1C)c1ccc(OC(F)F)cc1
→ i, i, i, -2, -8, 0, i, 7, 0, i, i
